Bioassay records as filed in PubChem.
LYPLA2 inh – counter-screen for PME1 inhibitors: inhibitors of human LYPLA2. recombinant LYPLA2, FP-Rh probe fluorescence polarization. inhibition, % at 5.9 µM. actives 0.38% (n = 320,000). AID 2177;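 active = inhibition above the screen-wide mean plus 3 SD, limit set per campaign, cut at about 26% in these data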;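 also: 0% = LYPLA2 with DMSO and 100% = wells lacking LYPLA2 enzyme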
GSTO1 counter – GSTO1 inhibition, counter-screen for RBBP9 inhibitors | recombinant GSTO1, activity-based probe fluorescence polarization | inhibition, % at 5.96 µM | actives 1.1% (n = 300,000);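 active = inhibition above the campaign mean inhibition plus 3 SD, cut at about 35% in these data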;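 also: 0% = GSTO1-1 with DMSO and 100% = wells lacking GSTO1-1 enzyme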
Target sequence (P78417 whole entry, looked up): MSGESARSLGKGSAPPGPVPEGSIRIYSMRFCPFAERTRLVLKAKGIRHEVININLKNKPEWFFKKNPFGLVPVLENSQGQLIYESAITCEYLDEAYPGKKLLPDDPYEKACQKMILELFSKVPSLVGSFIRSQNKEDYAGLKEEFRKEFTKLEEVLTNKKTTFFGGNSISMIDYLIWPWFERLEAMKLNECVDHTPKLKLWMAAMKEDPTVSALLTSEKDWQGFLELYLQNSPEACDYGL
PME-1 inh – blocks human protein phosphatase methylesterase 1; recombinant PME-1, FP-Rh probe fluorescence polarization; AID 2130; actives 0.53% (n = 320,000); Q9Y570; inhibition, % at 5.9 µM;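 active = inhibition above the campaign mean of all compounds plus 3 SD, cut at about 26% in these data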;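 also: competitive labeling of PME-1 active site by serine hydrolase directed probe; 0% = PME-1 with DMSO and 100% = wells lacking PME-1 enzyme; inhibitors block probe labeling so polarization falls and inhibition rises; many of its hits are not listed in these tables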
LYPLA1 counter – LYPLA1 (human) inhibition in PME1 counter-screen; O75608; recombinant LYPLA1, FP-Rh probe fluorescence polarization; inhibition, % at 5.9 µM; actives 0.16% (n = 320,000);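 active = inhibition above the mean of all tested compounds plus 3 SD, set per campaign, cut at about 14% in these data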;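 also: inhibitors block serine hydrolase probe labeling of LYPLA1 so polarization falls; 0% = enzyme with DMSO and 100% = wells lacking LYPLA1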
PAFAH1B3 FP inh – blocks human PAF acetylhydrolase 1B catalytic subunit 3; Q15102; recombinant PAFAH1B3, FP-rhodamine probe, fluorescence polarization; inhibition, % at 3.39 µM; actives 0.28% (n = 340,000); AID 492972;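 active = inhibition above the screen-wide average of all tested compounds plus 3 SD, cut at about 25% in these data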;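 also: 0% = enzyme with DMSO only and 100% = wells lacking PAFAH1B3 protein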
PAFAH1B2 inh – inhibitors of human PAFAH1B2; actives 1.2% (n = 340,000); P68402; inhibition, % at 3.39 µM; AID 492953; recombinant PAFAH1B2, FP-rhodamine activity probe, fluorescence polarization;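 active = inhibition above the mean of all tested compounds plus 3 SD, cut at about 24% in these data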;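 also: 0% = enzyme with DMSO and 100% = wells lacking PAFAH1B2; many of its hits are not listed in these tables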
pPAFAH inh – inhibitors of human plasma PAF acetylhydrolase (pPAFAH); Q13093; recombinant pPAFAH, FP-rhodamine probe fluorescence polarization; inhibition, % at 3.39 µM; actives 1.5% (n = 330,000);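 active = inhibition above the mean inhibition across the screen plus 3 SD, cut at about 25% in these data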;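 also: inhibitors block binding of the rhodamine activity-based probe so polarization drops; 0% = enzyme with DMSO and 100% = wells lacking pPAFAH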
PREPL inhibitor – human PREPL enzyme inhibition. inhibition, % at 5.96 µM. AID 2751. recombinant PREPL, fluorescence polarization activity-based probe. actives 0.68% (n = 320,000); in the data active = inhibition above about 43%;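 also: 0% = enzyme with DMSO and 100% = wells lacking enzyme; many of its hits are not listed in these tables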
Target sequence (Q4J6C6 whole entry, looked up): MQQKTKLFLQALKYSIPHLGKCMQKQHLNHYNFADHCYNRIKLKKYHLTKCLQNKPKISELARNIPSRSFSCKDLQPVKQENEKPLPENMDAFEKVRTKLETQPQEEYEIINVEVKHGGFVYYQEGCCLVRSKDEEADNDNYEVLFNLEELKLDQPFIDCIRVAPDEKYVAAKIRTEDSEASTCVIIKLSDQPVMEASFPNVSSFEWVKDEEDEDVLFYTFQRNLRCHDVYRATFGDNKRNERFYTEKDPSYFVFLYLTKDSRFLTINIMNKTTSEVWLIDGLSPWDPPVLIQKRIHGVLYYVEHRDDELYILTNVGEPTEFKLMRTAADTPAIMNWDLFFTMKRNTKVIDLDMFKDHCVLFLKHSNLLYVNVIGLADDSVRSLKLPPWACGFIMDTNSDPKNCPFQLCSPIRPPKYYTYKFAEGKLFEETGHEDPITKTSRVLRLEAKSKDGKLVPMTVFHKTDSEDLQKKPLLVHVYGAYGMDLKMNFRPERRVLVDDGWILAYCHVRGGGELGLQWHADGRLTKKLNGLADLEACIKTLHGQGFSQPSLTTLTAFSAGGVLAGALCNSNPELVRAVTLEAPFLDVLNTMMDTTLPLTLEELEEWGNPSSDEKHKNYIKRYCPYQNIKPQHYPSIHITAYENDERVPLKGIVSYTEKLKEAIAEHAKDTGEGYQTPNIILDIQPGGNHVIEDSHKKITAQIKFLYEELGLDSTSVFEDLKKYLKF
PAD4 FP inh – PAD4 (human) enzyme inhibition; recombinant PAD4, RCA probe fluorescence polarization; inhibition, % at 6.36 µM; actives 0.41% (n = 330,000); AID 485272;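 active = percent inhibition above a cutoff equal to the mean of all tested compounds plus 3 SD, cut at about 15% in these data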;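 also: 0% = PAD4 with RCA probe and DMSO and 100% = probe without PAD4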
Starred values were filed as active, the others as inactive; . = not tested or not shown. These rows are one share of the data; the hit share may differ from the screen's.

SMILES	LYPLA2 inh	GSTO1 counter	PME-1 inh	LYPLA1 counter	PAFAH1B3 FP inh	PAFAH1B2 inh	pPAFAH inh	PREPL inhibitor	PAD4 FP inh
CCOC(=O)Cc1nn(C)c(=O)c2ccccc12	2	5	-8	-1	-1	-3	2	23	4
O=C1C/C(=C/NCc2ccccc2)C(=O)N1	2	5	0	2	6	2	-1	-6	-1
CC(=O)N(Cc1cc2c(C)cc(C)cc2[nH]c1=O)C1CCCCC1	-4	-2	-4	-1	3	0	-7	-14	-4
Cc1ccc(C)c(N2CCN(C(=O)c3ccc4c(c3)c(C)c(C)n4C)CC2)c1	6	1	7	0	6	5	3	17	-4
CCOC(=O)C1CCCCN1C(=O)CCn1nnnc1CN1CCOCC1 (configuration not stated)	-3	5	3	-1	7	1	2	2	0
COc1ccc(S(=O)(=O)n2c(CCN3CCOCC3)nc3ccccc32)cc1	0	-7	0	-3	-6	-7	6	3	-1
O=C(COc1cccnc1[N+](=O)[O-])NCCc1ccc(Cl)cc1	4	-4	1	9	4	7	1	2	-2
COc1ccc(Cc2noc(-c3ccc(C)cc3)n2)cc1	1	8	-6	-5	4	5	9	-9	-3
Cc1csc(SCC(=O)NC(=O)c2ccccc2)n1	1	2	2	3	-5	2	3	3	-6
N#Cc1sc2nc(-c3cccs3)cc(-c3ccccc3)c2c1N	3	-1	-4	1	-1	-6	7	8	-3
Cc1ccc(N2C(=O)CC(Sc3nc(C)cc(C)n3)C2=O)cc1 (configuration not stated)	-3	2	0	0	4	-8	8	0	-1
O=S(=O)(NC(=S)c1ccccc1)c1ccc(Cl)cc1	4	2	-1	-1	0	16	1	1	-1
CCOc1ccc(Br)cc1S(=O)(=O)N1CCC(C(N)=O)CC1	2	9	1	2	7	1	2	15	-4
Cc1ccc(N(C(=O)Cn2nnc(-c3ccccc3F)n2)C(C(=O)NC2CCCC2)c2ccncc2)cc1 (configuration not stated)	0	8	-4	1	7	-4	4	-2	4
O=C(CN1CCN(C2CCCCC2)CC1)Nc1ccccc1-c1ccccc1	-3	-10	4	-2	2	7	2	12	-2
COc1cccc(NC(=O)c2cc(OC)c(OC)c(OC)c2Br)c1	0	7	0	1	-2	0	0	-5	2
CC(C)C(=O)N(Cc1cc2ccccc2[nH]c1=O)C(C)(C)C	0	-8	-2	1	8	2	-3	-3	-1
COc1cc2c(cc1OC)CN(Cc1ccc(OC)c(C)c1OC)CC2	10	-4	-3	6	5	9	-1	12	-2
Cc1nc2ccccc2c(=O)n1C1CCCCCC1	7	-6	3	4	3	6	3	-8	1
CCn1c(SCC(=O)N2CCOCC2)nnc1-c1ccco1	1	4	-3	0	4	3	1	-2	-5
COC(=O)C1(CCSC)NC(c2ccccc2OC)C2C(=O)N(C)C(=O)C21 (configuration not stated)	1	3	3	1	2	2	0	-5	4
O=C(NC1C=CS(=O)(=O)C1)c1sc2ccccc2c1Cl (configuration not stated)	1	-35	6	-6	-5	3	4	-10	5
O=C(COC(=O)c1ccc(O)cc1)NCCC1=CCCCC1	-3	6	-4	3	6	3	13	-3	-1
Cc1ccc(N/C(N)=N/c2nc3c(c(=O)[nH]2)CCCC3)c(C)c1	4	-3	3	1	-2	4	1	9	-6
Cn1c(CN2CCN(S(C)(=O)=O)CC2)nc2cc([N+](=O)[O-])ccc21	7	5	3	-4	13	4	5	13	1
O=C(CSc1ncn[nH]1)N1c2ccccc2Sc2ccccc21	-12	1	-1	-3	2	3	-2	4	0
O=C(/C=C/c1cccc(F)c1)OCC(=O)N1CCCC1	.	.	.	.	5	7	-1	9	4
COC(=O)c1cccc(NC(=O)c2cccnc2C(=O)O)c1C	4	0	0	0	6	7	2	1	1
COc1ccc(C2SCC(=O)N2c2ccc(OC)cc2)cc1 (configuration not stated)	3	-1	-4	-1	8	3	2	-13	1
Cc1c(Nc2ncnc3nc[nH]c23)c(=O)n(-c2ccccc2)n1C	-1	-1	-1	0	3	4	1	4	0
Cc1c(C)c2ccc(OC(C)C(=O)NCCCn3ccnc3)c(C)c2oc1=O (configuration not stated)	7	4	2	0	8	6	10	-2	-1
COc1ccc(N2CCN(C(=O)Cc3csc(NC(=O)Nc4ccccc4OC)n3)CC2)cc1	-8	8	10	-5	6	2	4	38	-3
COc1ccccc1-c1c(C(F)(F)F)oc2cc(OC(=O)c3ccccc3[N+](=O)[O-])ccc2c1=O	5	-1	0	3	8	3	5	13	-3
COC(=O)c1cn(CC(=O)NC2CCCCCC2)c2ccccc12	-8	-3	-2	0	5	-2	0	-6	5
CN(CC(=O)Nc1ccc(Cl)c(Cl)c1)C(=O)/C=C/c1ccc(F)cc1	0	-1	-6	-7	7	-3	-2	-13	-4
O=C(CCC(=O)N1CCCC1)Nc1ccc(Cl)c(Cl)c1	-2	1	6	0	3	-6	23	15	-2
CCN(C(=O)CN1CC(C)OC(C)C1)c1c(N)n(Cc2ccccc2)c(=O)[nH]c1=O (configuration not stated)	6	11	-4	0	-5	6	2	3	-7
Cc1ccc(C)c(OCC(=O)N2CCN(c3ncccn3)CC2)c1	-12	.	1	-3	2	3	0	-3	3
C[C@@H]1CN(C(=O)c2nc3ccc(Cl)cn3c2CN[C@H]2CCCCNC2=O)C[C@H](C)O1	-3	4	-3	-2	-6	-2	0	-1	-2
Cc1cc(C)c2[nH]c(=O)c(CN(Cc3cccnc3)C(=S)NCCCN(C)C)cc2c1	1	2	1	-1	4	1	0	9	-1
Cc1cccc(CNc2ccc(S(=O)(=O)N3CCCCC3)cc2)c1	-8	.	-2	-3	2	-1	-1	29	1
CCN(C(=O)COc1ccc2ccc(=O)oc2c1)C1CCCCC1	.	.	.	.	14	7	3	-6	-3
CSc1ncccc1C(=O)OCc1ccc([N+](=O)[O-])cc1	2	0	3	3	6	1	0	3	-2
c1cncc(-c2nn3cnnc3s2)c1	-1	3	-2	-1	2	4	0	2	-6
CCn1nc(C)c(CNC(=O)CCc2nnc(Cc3c[nH]c4ccccc34)o2)c1C	3	9	0	1	6	1	1	-2	-5
C/C(=N\NC(=O)c1cc(-c2ccco2)nc2ccccc12)c1cccnc1	-3	9	-13	0	4	1	-9	18	-8
COc1cc(OC)cc(C(=O)Nn2cnnc2)c1	-2	-1	-8	1	8	2	-10	3	4
O=C(c1ccc(S(=O)(=O)N2CCOCC2)cc1)N1CCN(S(=O)(=O)c2ccc(Cl)s2)CC1	8	5	15	1	-2	5	3	6	-3
CC(C)OC(=O)CSc1nc2ncc(Cl)cc2[nH]1	-4	3	-7	-2	10	1	1	7	6
COc1ccc(NC(=O)CSc2nc3ccccc3c(=O)n2CCC(=O)N2CCCCC2)cc1	-2	14	0	-1	6	4	-1	3	1
CC(C)(C)OC(=O)N1CCC2(CC1)Oc1ccc(F)cc1C(=O)C21CC(c2ccc(Cl)cc2)=NO1 (configuration not stated)	7	5	4	-2	.	.	-1	-8	1
Cc1ccc(OCC(=O)NNC(=O)C2CSC3(C)CCC(=O)N23)cc1 (configuration not stated)	2	0	-6	3	4	6	0	-15	-1
Cc1ccc(CCNC(=O)Cn2ccc3cc(S(=O)(=O)N4CCCC4)ccc32)cc1	2	-2	11	3	6	12	5	1	0
O=C(CNS(=O)(=O)c1ccc(F)c(Cl)c1)N1CCCCCC1	4	9	-6	4	2	7	23	8	-3
Cc1c(Nc2nc3ccccc3nc2NS(=O)(=O)c2ccccc2)c(=O)n(-c2ccccc2)n1C	-6	4	-1	0	-6	6	0	-2	8
C=CCc1cccc(Cl)c1OCCCNC1CCCC1	0	7	7	-1	11	0	3	-7	-1
COC(=O)c1ccc(CSc2nnc(Nc3cccc(OC)c3)s2)o1	9	0	6	0	1	-1	3	-1	-3
CN(C)S(=O)(=O)N1CCCC(C(=O)c2ccc(C(F)(F)F)cc2)C1 (configuration not stated)	-2	2	2	2	7	-2	8	-6	-1
CC(C)CCN1CCN=C1Nc1ccccc1	6	1	-1	5	5	9	2	-9	-3
Cc1cc(C)c(C)c(S(=O)(=O)N2CCC(C(=O)Nc3ccncc3)CC2)c1C	1	-5	0	1	7	3	5	-2	5

Later entries:
SMILES	LYPLA2 inh	GSTO1 counter	PME-1 inh	LYPLA1 counter	PAFAH1B3 FP inh	PAFAH1B2 inh	pPAFAH inh	PREPL inhibitor	PAD4 FP inh
Cc1c(NC(=O)c2ccccc2NS(=O)(=O)c2ccc(Br)cc2)c(=O)n(-c2ccccc2)n1C	-3	-53	-3	-3	6	5	-1	6	-3
COc1ccc(C(=O)N2CCOC2CNC(=O)C(=O)NCCc2ccccc2OC)cc1 (configuration not stated)	3	0	0	-2	-4	-5	1	-3	6
O=C(Nc1cc(C(F)(F)F)ccc1N1CCOCC1)c1cccs1	-2	4	-4	-1	0	0	4	-4	-1
O=C(c1cc2c(=O)n3ccccc3nc2s1)N1CCOCC1	-2	6	0	2	-6	3	4	-1	2
CCOc1ccc(/C(O)=C2/C(=O)C(=O)N(CCCn3ccnc3)C2c2cccs2)cc1Cl (configuration not stated)	-5	11	-8	-5	8	2	-3	0	-1
COc1ccc(Cn2c(-c3ccc(Cl)cc3)c[n+]3ccccc23)cc1	4	4	1	2	4	0	-3	-10	-2
O=C(c1ccc(S(=O)(=O)N2CCOCC2)cc1)N(c1ccc(F)cc1)C1C=CS(=O)(=O)C1 (configuration not stated)	3	6	3	-1	-1	0	1	18	-1
O=C(COC(=O)C1(c2ccccc2F)CCCC1)N1CCc2ccccc21	-3	3	1	-1	7	4	4	-2	-1
O=C(NCCCN1CCCC1=O)c1ccc(S(=O)(=O)Nc2ccccc2)cc1	2	0	-2	3	-1	2	28*	4	3
CCOC(=O)c1ccc(S(=O)(=O)NCC(c2ccc(N(C)C)cc2)c2c[nH]c3ccccc23)cc1 (configuration not stated)	2	4	21	-9	3	2	12	28	1
Cc1cc(-c2ccccc2)nc2cc(C(N)=O)nn12	-3	-2	7	1	15	-3	3	11	-1
O=C(NCCc1ccccc1)c1cnc2n(c1=O)CCS2	6	4	3	5	5	4	2	17	1
O=C(c1ccc(Cl)cc1[N+](=O)[O-])N(Cc1ccccc1)Cc1ccccc1	5	2	-2	-1	.	.	1	14	-1
O=C(NCCCN1CCCC1=O)c1ccc2c(=O)n(-c3ccccc3F)c(=S)[nH]c2c1	3	9	-5	0	5	4	-1	0	-4
CC[C@@H](C)[C@@H]1CN([C@@H](CN2CCC[C@H]2CN2C(N)=NC[C@H]2CC(C)C)C(C)C)C(=N)N1CCc1ccc(Cl)c(Cl)c1	.	.	.	.	5	2	-3	47*	1
O=C(Oc1c(-c2ccccc2)c(=O)n2c3c(cccc13)CC2)c1cccc([N+](=O)[O-])c1	-2	1	-2	-2	.	.	1	12	6
CCc1cccc(N(CC(=O)NC2CCCCC2)C(=O)c2csnn2)c1	3	2	5	-1	6	-1	1	3	-3
CCOC(=O)c1nc(Nc2ccc(N3CCOCC3)cc2)c2ccccc2n1	-2	6	-6	3	5	2	7	6	3
Cc1ccc2nc(C)cc(C(=O)OCC(=O)Nc3c(C)n(C)n(-c4ccccc4)c3=O)c2c1	1	-2	0	-1	-3	-1	5	-4	0
Cc1nn(Cc2ccccc2)c(Cl)c1C(=O)OCC#N	4	-1	-5	4	1	5	7	3	0

Entries of single compounds, looked up by structure. Screens in order: LYPLA2 inh | GSTO1 counter | PME-1 inh | LYPLA1 counter | PAFAH1B3 FP inh | PAFAH1B2 inh | pPAFAH inh | PREPL inhibitor | PAD4 FP inh
`COc1ccc(Cn2c(-c3ccc(Cl)cc3)c[n+]3ccccc23)cc1` as listed: 4 | 4 | 1 | 2 | 4 | 0 | -3 | -10 | -2
`O=C(NCCCN1CCCC1=O)c1ccc2c(=O)n(-c3ccccc3F)c(=S)[nH]c2c1` as listed: 3 | 9 | -5 | 0 | 5 | 4 | -1 | 0 | -4
